MOR-DOR inv ag = inverse agonists of MOR-DOR heterodimerization, primary screen, cell-based, luminescence | cell-based MOR-DOR heterodimer luminescence, inverse agonism | inhibition, % at 9.3 µM | 340,000 tested, 0.21% active | AID 504357, 2011; in the data active = inhibition above about 22%, passing the limit was not always enough;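 note: 0% = cells with DMSO and 100% = wells without cells with DMSO; values of inactives mirror those of a sister screen read the other way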
RTF Ca sens act = cardiac RTF calcium sensitivity activators, primary screen, biochemical, IANBD-TnC fluorescence, EC20 calcium; Troponin I, cardiac muscle (Homo sapiens) + Troponin T, cardiac muscle (Homo sapiens) + …; IANBD-labeled TnC RTF fluorescence at EC20 calcium; 0% EC20 calcium, 100% full calcium; activation, % at 7.2 µM; 340,000 tested, 0.24% active; AID 493008, 2010;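 active = activation above the mean over all tested compounds plus 3 SD, cut at about 30% in these data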;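 note: rise in fluorescence read as greater calcium sensitivity of cardiac thin filaments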
MOR-DOR ag = agonists of OPRM1-OPRD1 heterodimerization, primary screen, cell-based, luminescence. AID 504326, 2011. activation, % at 9.3 µM. 340,000 tested, 0.3% active. Mu-type opioid receptor (Homo sapiens) + Delta-type opioid receptor (Homo sapiens), …. cells; in the data active = activation above about 18%;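 note: 0% = vehicle-treated cells and 100% = reference agonist; values of inactives mirror those of a sister screen read the other way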
Cardiac RTF inh = cardiac RTF calcium sensitivity inhibitors, primary screen, biochemical, IANBD-TnC fluorescence, EC70 calcium; 340,000 tested, 0.12% active; inhibition, % at 7.15 µM; Troponin I, cardiac muscle (Homo sapiens) + Troponin T, cardiac muscle (Homo sapiens) + …; IANBD-labeled cardiac RTF, Ca2+ fluorescence; AID 493244, 2011;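 active = inhibition above the mean inhibition of all tested compounds plus 3 SD, cut at about 17% in these data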;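 note: assay run at fixed EC70 calcium of 1.6 mM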
DSG3 Ab inh = inhibitors of pemphigus antibody binding to DSG3, primary screen, biochemical, bead-based, flow cytometry, scFv-GFP | Desmoglein-3 (Homo sapiens), P32926 | binding (percent of control), % at 10 µM | DSG3-coupled beads, scFv-anti-DSG3-GFP binding; active compounds read low | 310,000 tested, 0.48% active | AID 588358, 2011;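 active = binding more than 3 SD below its plate's average and above zero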;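 note: hits lower antibody fragment binding to DSG3; some compounds called inactive have numbers as strong as hits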
Target sequence (P32926 whole entry, looked up, the tested form may be a part): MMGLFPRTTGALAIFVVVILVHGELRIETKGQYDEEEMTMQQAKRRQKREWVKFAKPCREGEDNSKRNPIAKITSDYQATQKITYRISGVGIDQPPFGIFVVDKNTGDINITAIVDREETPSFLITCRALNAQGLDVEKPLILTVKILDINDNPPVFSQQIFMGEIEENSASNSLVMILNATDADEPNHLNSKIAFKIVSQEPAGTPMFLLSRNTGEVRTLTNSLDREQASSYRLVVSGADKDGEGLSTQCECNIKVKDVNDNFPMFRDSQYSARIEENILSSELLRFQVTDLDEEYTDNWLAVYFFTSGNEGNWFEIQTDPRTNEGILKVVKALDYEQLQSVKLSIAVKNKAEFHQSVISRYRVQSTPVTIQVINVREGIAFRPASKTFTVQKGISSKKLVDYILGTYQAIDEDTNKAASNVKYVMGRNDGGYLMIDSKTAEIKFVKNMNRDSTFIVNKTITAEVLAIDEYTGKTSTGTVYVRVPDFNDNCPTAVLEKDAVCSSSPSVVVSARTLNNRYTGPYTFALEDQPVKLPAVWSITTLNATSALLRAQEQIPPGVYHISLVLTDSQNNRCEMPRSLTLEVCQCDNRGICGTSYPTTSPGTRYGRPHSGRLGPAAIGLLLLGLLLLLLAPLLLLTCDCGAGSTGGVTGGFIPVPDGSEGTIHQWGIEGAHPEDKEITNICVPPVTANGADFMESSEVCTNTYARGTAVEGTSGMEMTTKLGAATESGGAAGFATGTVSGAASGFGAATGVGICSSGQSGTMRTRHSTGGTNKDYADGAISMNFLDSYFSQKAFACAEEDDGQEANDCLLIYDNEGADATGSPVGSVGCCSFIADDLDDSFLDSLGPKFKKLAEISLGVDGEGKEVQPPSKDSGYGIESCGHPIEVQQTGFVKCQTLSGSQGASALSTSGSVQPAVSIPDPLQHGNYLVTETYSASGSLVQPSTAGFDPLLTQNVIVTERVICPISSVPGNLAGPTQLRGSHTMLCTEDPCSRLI
LANA DNA inh = inhibitors of KSHV C-LANA binding to DNA, primary screen, biochemical, fluorescence polarization, FAM-LBS DNA, MBP-C-LANA, single point. Kaposi's sarcoma herpesvirus LANA C-terminal domain (residues 932-1162) DNA binding. inhibition, % at 9 µM. 340,000 tested, 0.078% active;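 active = highest replicate inhibition at or above 60% at 9 µM, even if other replicates fall short; inactive = all replicates below 60% inhibition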;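 note: 0% = neutral control wells and 100% = 4 µM acridine orange control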
Arr AP2 block = inhibitors of beta-arrestin/AP2 binding, primary screen, biochemical, GPCR trafficking, flow cytometry. inhibition, % at 10 µM. beta-arrestin 1 C-terminal peptide binding to AP2 beta2-adaptin appendage (human). AID 504490, 2011. FITC-arrestin peptide / GST-AP2 beads; AP2 beta2 appendage carries R879A mutation. 340,000 tested, 0.31% active;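 active = inhibition above a set limit, near 3 SD of compounds lacking own fluorescence, cut at about 54% in these data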;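 note: plate controls were DMSO wells for no effect and 5 µM unlabelled arrestin peptide for full effect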
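Test system: GST-tagged AP2 beta2-adaptin appendage (R879A) on 4 µm glutathione beads; also added: fluorescein-tagged arrestin peptide at 50 nM final; timing: 12 min plus 1 h, RT; signal: flow cytometry, FL1 (488/535 nm); read-out: percent drop in bead-associated FITC signal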
V-ATPase pH = regulators of yeast V-ATPase proton pumping, primary screen, pHLuorin cytosolic pH fluorescence; S. cerevisiae; response, % at 10 µM; 350,000 tested, 0.37% active; in the data active = response mostly above about 7.3%, no sharp cut-off; inactive = mostly below about 5.4%; note: actives read high; inactives centre near 0; some compounds called inactive have numbers as strong as hits; reference of the scale not given here
Wnt bcat act = Wnt/beta-catenin pathway activators, primary screen, cell-based, plate reader, single point. 300,000 tested, 1.2% active. Wnt/beta-catenin reporter cell assay, activator. activation, % at 9.35 µM; in the data active = activation above about 30%, passing the limit was not always enough;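 note: 0% = neutral control wells and 100% = positive control wells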
Keap1 Nrf2 FP = Keap1-Nrf2 protein-protein interaction inhibitors, primary screen, biochemical, fluorescence polarization, single point; Kelch-like ECH-associated protein 1 (Homo sapiens), Q14145; Keap1 Kelch-Nrf2 peptide fluorescence polarization, 1536-well; inhibition, % at 9.4 µM; 340,000 tested, 0.15% active; AID 504523, 2011; in the data active = inhibition above about 12%;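 note: human Keap1 Kelch domain with fluorescein labeled Nrf2 9mer peptide probe; 0% = neutral control wells and 100% = peptide positive control; higher means more block of Keap1 binding to Nrf2 peptide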
The depositor's hits bear a star; · = not tested or not shown.

entry	Structure	MOR-DOR inv ag	RTF Ca sens act	MOR-DOR ag	Cardiac RTF inh	DSG3 Ab inh	LANA DNA inh	Arr AP2 block	V-ATPase pH	Wnt bcat act	Keap1 Nrf2 FP
1	O=C(COc1ccc(Cl)cc1)c1ccc(O)cc1O	13	6	-2.4	-4	98	-0.8	-3	-4	21	-2
2	CCCCCc1nnc(NC(=O)CN2C(=O)C3CCCCC3C2=O)s1 (centres undefined)	-5	1	0.9	-1	·	1.1	-5	4	-1	-1
3	O=C(CN1C(=O)c2ccccc2C1=O)Nc1nnc(C2CCCO2)s1 (centres undefined)	-3	-1	0.6	-3	99	-0.4	3	-1	-1	-4
4	CC1C(=O)N2CCCc3cc(NC(=O)c4ccccc4Br)cc1c32 (centres undefined)	-2	-1	0.3	-7	103	-0.5	24	-2	-2	-4
5	O=C(CN1CCCCC1)N/N=C/c1ccc(Cl)cc1Cl	16	-6	-3.5	-3	94	-0.4	13	2	-1	1
6	Cc1ccc(Nc2nc(N)nc(CSc3nnnn3-c3ccccc3)n2)cc1	-87	4	17	-2	89	-0.6	8	2	-2	1
7	CC12CC3CC(C)(C1)CC(C(=O)Nc1nn[nH]n1)(C3)C2	11	-11	-2.0	-9	97	-1.5	-2	0	·	-4
8	CC(C)CC(=O)Nc1nc(-c2ccc(S(=O)(=O)N3CCOCC3)cc2)cs1	-16	0	3.0	0	111	1.1	4	4	-3	-2
9	Cc1ccc(C)c(NC(=O)CN(C)C(=O)c2ccc(-c3cccc(C(F)(F)F)c3)o2)c1	-13	4	2.4	4	112	-1.3	-36	-2	-2	1
10	COCCNC(=O)Cn1c(=O)oc2cc(S(=O)(=O)N3CC(C)CC(C)C3)ccc21 (centres undefined)	15	3	-3.0	-4	95	0.0	40	0	1	3
11	O=C(CSc1n[nH]c(-c2cccs2)n1)N1CCOCC1	7	16	-1.4	-1	123	4.2	0	3	-2	-5
12	CCC(=O)Nc1cccc(NC(=S)NC(=O)c2cc3ccccc3o2)c1	-18	-3	3.2	3	94	-0.4	-8	-6	16	-2
13	CCOC(=O)C1=C(COC(=O)CCOc2ccccc2C)NC(=O)NC1C (centres undefined)	-11	-2	1.7	0	105	0.7	1	-5	-3	-1
14	Cc1ccc(NC(=O)CNC(=O)c2ccc3c(c2)OCO3)nc1	10	-1	-1.5	-3	103	-0.6	-8	-4	1	-4
15	CCC(C)[C@H](NC(=O)NCc1cccnc1)C(=O)OC (some centres undefined)	17	-8	-3.4	-11	106	1.1	-9	0	-1	-2
16	CCOC(=O)C1(CCCc2ccccc2)CCN(C(=O)CCn2cnnn2)CC1	10	2	-2.0	-3	93	-1.0	-9	-1	7	-5
17	CCC(=O)Nc1ccc(NC(=S)Nc2ccccc2)cc1	10	2	-2.2	1	99	-1.2	-5	-1	-3	-3
18	Oc1ccc(/C=N/n2c(COc3ccccc3)n[nH]c2=S)c(O)c1	-1	-4	0.3	-8	103	-1.4	-1	-3	1	-1
19	CCCCN(C(=O)CC1CCCC1)c1c(N)n(CCCC)c(=O)[nH]c1=O	12	-5	-3.1	-7	106	-0.4	-5	-2	0	-7
20	COC(=O)/C=C1\SC(N2CCOCC2)=C(c2ccc(OC)cc2)C1=O	13	3	-2.8	-15	102	-0.5	8	0	-1	-5
21	Cc1nn(C(C)C(=O)N2CCCCC2)c(=O)c2c1sc1ccccc12 (centres undefined)	22	-6	-3.8	-8	105	-0.6	-2	1	-4	-3
22	CC(C)OC(=O)c1ccc(OC(=O)c2cccnc2)cc1	2	2	-0.3	0	76	1.7	2	1	·	-3
23	COc1ccc(OC)c(S(=O)(=O)N2CCN3CCCC3C2)c1 (centres undefined)	8	6	-1.5	-6	106	2.4	-6	-2	7	-14
24	Cc1ccccc1N1CCN(S(=O)(=O)c2cccs2)CC1	-12	4	2.3	-1	·	0.2	4	-3	0	1
25	COCCCNC(=O)Cc1ccc(-n2c(C)nc3cccnc32)cc1	1	13	-0.3	0	112	2.4	6	2	-1	-4
26	CC(=O)Nc1nc2ccc(-c3nc4ccccc4o3)cc2s1	5	1	-1.0	-10	·	0.4	-2	3	79*	0
27	Cc1cnc(NC(=O)CSc2nnc(-c3cccs3)n2C)s1	11	-3	-2.2	-3	90	1.9	12	-4	0	3
28	Cc1ccc(S(=O)(=O)N(C)C)cc1NC(=O)CCCNC(=O)c1ccc(Cl)cc1	4	-4	-0.7	-18	109	-0.7	-7	-3	-1	0
29	CCc1ccc(OCC(=O)OCC(=O)NCCNC(=O)COC(=O)COc2ccc(CC)cc2)cc1	-3	-2	0.6	-6	·	-0.4	36	0	1	-3
30	COc1ccc(C(=O)NCC2CCCO2)cc1S(=O)(=O)N1CCCc2ccccc21 (centres undefined)	8	0	-1.8	2	97	0.3	-8	-2	-2	2
31	Cc1ccc(O)c(NS(=O)(=O)c2cccc3nsnc23)c1	12	-1	-2.7	4	97	-0.4	-10	2	-2	0
32	COc1cc(OC)c(OC)cc1/C=N/n1c(C)nnc1C	-4	1	0.8	-2	112	-0.1	0	3	-1	-7
33	FC(F)(F)c1cccc(NC(=S)Nc2cccc(Cl)c2)c1	0	-8	0.0	8	112	2.5	-5	1	·	3
34	O=C(Nc1ccc(C(=O)NCc2ccccc2)cc1)C1=CSCCO1	14	3	-2.8	-10	108	0.5	-6	-3	8	-3
35	CN(C)c1ccc(S(=O)(=O)NCC(=O)NCC2CCCCC2)cc1[N+](=O)[O-]	13	-3	-2.5	-26	103	0.3	8	4	-1	-4
36	CC(NC(=O)C(NC(=O)C(Cc1c[nH]c2ccccc12)NC(=O)OC(C)(C)C)C(C)C)C(N)=O (centres undefined)	4	6	-0.9	-10	99	0.5	12	2	-4	7
37	COc1cc(CCCN2C(=S)NC[C@@H]2CC2CCCCC2)cc(OC)c1OC	-10	15	1.8	-19	102	1.4	5	4	-2	-5
38	Cc1nnc(SCC(=O)NC(=O)Nc2ccc3c(c2)OCCO3)n1N	21	-3	-3.9	1	101	4.2	3	5	6	1
39	Cc1ccc(/C(C#N)=C\c2ccc(N3CCOCC3)o2)cc1	-17	15	3.0	-13	113	2.2	-2	-2	-11	-6
40	COc1ccc(CCN(C)C(=O)CSc2nnc(C3CC3)n2N)cc1OC	15	1	-2.8	-6	94	-1.1	-15	-3	2	-5
41	Cc1cc(C)c(S(=O)(=O)Nc2ccc(O)cc2)c(C)c1	-6	-1	0.9	-2	·	0.2	-6	0	·	-1
42	CC[C@H](C)[C@H](NS(=O)(=O)c1ccc(C)cc1)C(=O)N1CCC(C(=O)N[C@H](C(=O)O)C(C)C)CC1	3	2	-0.6	-7	93	1.2	-2	1	-1	0
43	CN(C(=O)COC(=O)c1ccc(CN2CCCC2=O)cc1)c1ccccc1	3	1	-0.8	2	·	0.8	-12	4	-1	-5
44	COc1ccc(/C(C)=N/NC(=O)CNC(=O)C2COc3ccccc3O2)c(OC)c1 (centres undefined)	12	-3	-2.3	-11	96	0.5	-3	-3	1	2
45	CCN(CCCNC(=O)C1CCC(=O)N1C(C)C)c1cccc(C)c1 (centres undefined)	9	2	-1.6	-14	100	-1.4	7	1	·	-3
46	COc1ccc(-c2nc3c(C(=O)NCCN(C)C)cccc3c3ccccc23)cc1	16	-5	-3.7	0	93	-17	-5	1	1	-4
47	O=C(O)C1C2C=CC(C2)C1C(=O)NCCCN1CCCC1=O (centres undefined)	18	0	-3.5	-1	·	1.6	7	3	1	-8
48	COc1ccc(COC(=O)c2c(C)nn(-c3ccccc3)c2Cl)cc1	-15	0	2.6	-2	117	1.8	25	0	-2	-3
49	COc1ccc(-c2cc(C#N)nc(Oc3ccc(Cl)cc3)n2)cc1	-15	0	2.9	2	95	-1.8	22	-1	-4	2
50	O=C(NC1CCCc2ccccc21)c1cc(S(=O)(=O)N2CCOCC2)ccc1F (centres undefined)	5	8	-1.0	-5	151	1.5	0	-1	0	-2

Next section
entry	Structure	MOR-DOR inv ag	RTF Ca sens act	MOR-DOR ag	Cardiac RTF inh	DSG3 Ab inh	LANA DNA inh	Arr AP2 block	V-ATPase pH	Wnt bcat act	Keap1 Nrf2 FP
51	Cc1c(C(=O)NCc2ccc3c(c2)OCO3)oc2ccc(S(=O)(=O)N3CCC(C)CC3)cc12	-8	-8	1.3	5	·	-0.8	24	-1	·	0
52	COc1cccc(C(=O)NCc2ccc3c(c2)OCO3)c1	7	-4	-1.4	-6	118	0.3	-4	-1	0	3
53	O=C(CC1NCCNC1=O)OCc1ccccc1 (centres undefined)	9	8	-2.2	1	·	1.7	1	0	0	-7
54	CC(NC(=O)CSC1=NCCS1)c1ccccc1 (centres undefined)	8	2	-1.5	-19	112	-0.6	10	-2	-1	0
55	COc1ccc(NS(=O)(=O)c2cccc3ccccc23)cc1	-10	0	1.9	1	111	44	46	-2	-6	4
56	COc1ccc(C)cc1S(=O)(=O)N(C)CC(=O)NC1CCCC1	7	1	-1.4	2	98	-0.4	0	-2	·	-4
57	c1ccc(-c2nnc(-c3ccncc3)nc2-c2ccccc2)cc1	10	-8	-1.5	-8	87	-4.2	22	4	0	4
58	CC(=O)N1[C@H](C)C=C[C@]1(Cc1ccccc1)C(=O)NCCN1CCOCC1	17	5	-3.8	2	98	-1.4	-6	0	2	-5
59	N=C1c2ccccc2CN1NC(=O)c1cccc(S(=O)(=O)N2CCCCC2)c1	15	4	-3.0	-5	99	-1.6	-2	4	-2	-5
60	CN(c1ccccc1)c1ccc(/C=C(\C#N)c2nnc3n2CCCCC3)cc1[N+](=O)[O-]	17	-5	-3.1	6	94	0.2	-6	-5	·	0
61	CCOC(=O)C1=C(C)OC(N)=C(C#N)C1c1cc(SCC)oc1C (centres undefined)	16	0	-3.3	-8	113	0.4	1	-1	-4	1
62	O=C(NCc1ccc(OC(F)(F)F)cc1)c1ccc2c(c1)S(=O)(=O)c1ccccc1C2=O	-14	-7	2.4	0	107	-1.5	10	0	-4	1
63	CN1c2ccccc2Oc2nnc(N3CCN(Cc4ccccc4)CC3)cc21	-3	-4	0.6	-14	101	-0.5	7	-1	0	-2
64	Cc1ccc(NC(=S)N/N=C2\CC3CC=CC23)c(C)c1 (centres undefined)	7	3	-1.4	-2	98	0.0	5	0	-2	-5
